IEC-6 tox = counter-screen for KLF5 inhibitors: cytotoxicity in IEC-6 cells; IEC-6 cytotoxicity, luminescence viability; 0.78% of 290,000 active; inhibition, % at 5 µM; in the data active = inhibition above about 22%;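 note: 0% = plate median of test compound wells and 100% = cytotoxic reference compound wells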
HIF act = HIF pathway transcriptional activation | U2OS HRE-luciferase reporter, luminescence; normalized: DMSO 0%, desferrioxamine 100% | activation, % at 7.5 µM (by protocol) | 0.32% of 300,000 active;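 active = mean activation of at least 10% of the iron chelator positive control signal, with at least half of replicates also reaching 10%; inconclusive = mean and replicate majority disagree about reaching 10%; inactive = mean and most replicates under 10%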
TRPC4 potent = TRPC4 (mouse) allosteric potentiation | Q9QUQ5 | HEK293 TRPC4beta/mu-opioid, DAMGO EC20, Fluo-4 Ca2+ flux; hits give high values | B-score at 10 µM | 0.42% of 310,000 active | AID 2227;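 active = B-score of calcium response area above 5 SD of library B-scores, with initial fluorescence ratio within 5 SD of library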;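 note: B-score of integrated fluorescence ratio over time as area under calcium response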
TRPC4 agonist = opens the mouse TRPC4 cation channel. Q9QUQ5. HEK293 TRPC4beta/mu-opioid, Fluo4 calcium fluorescence; hits give high values. B-score at 10 µM. 0.49% of 310,000 active. AID 2237;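 active = B-score above 5 SD of library B-scores, and initial fluorescence ratio not above library mean plus 5 SD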;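 note: positive B-score marks a calcium rise read as TRPC4 activation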
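Material: HEK293 stable line with TRPC4beta plus mu-opioid receptor; technique: Fluo4 calcium-sensitive dye fluorescence, kinetic, 1 Hz baseline; timing: Fluo4 dye loading 45 min at room temperature, 110 s recording; controls: assay buffer as low control, maximal DAMGO as high control; read-out: integrated baseline-normalised fluorescence ratio, converted to per-well B score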
KLF5 inhibitor = kruppel-like factor 5 inhibition; DLD-1 KLF5 promoter-luciferase reporter, luminescence; inhibition, % at 5 µM; 0.23% of 290,000 active; AID 1700;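 active = inhibition above a per-plate limit of that plate's mean compound inhibition plus 3 SD, cut at about 60% in these data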;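 note: 0% = DMSO wells and 100% = LY294002 at 200 µM; higher means less KLF5 promoter-driven luciferase light; inactives centre near -14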
SKKanGAS inh = blocks kanamycin growth of S. pyogenes SKKanGAS strain. inhibition, % at 7.5 µM. 1.3% of 300,000 active. BacTiter-Glo, 6 h;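 active = mean replicate score, as percent of positive control median, at least 50; inconclusive = mean below 50 but one replicate at or above 50; inactive = mean and every replicate below 50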;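 note: strain carries kanamycin resistance gene driven by streptokinase promoter and grows in 40 µg/ml kanamycin; loss of luminescence reflects streptokinase promoter inhibition or plain growth inhibition; 0% = median of DMSO wells and 100% = positive control at its reference dose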
TRPC6 inh = inhibitors of mouse TRPC6 channel; Q61143; HEK293-TRPC6, membrane potential dye, ACh-evoked depolarization; hits give low values; B-score at 10 µM; 1.1% of 310,000 active; AID 2553;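 active = B-score under library mean minus 3 SD, initial fluorescence not abnormally high, positive integrated signal ratio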;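 note: B-score derived from integrated fluorescence ratio over the kinetic read; more negative B-score means stronger inhibition of depolarization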
Target sequence (Q61143 whole entry, looked up): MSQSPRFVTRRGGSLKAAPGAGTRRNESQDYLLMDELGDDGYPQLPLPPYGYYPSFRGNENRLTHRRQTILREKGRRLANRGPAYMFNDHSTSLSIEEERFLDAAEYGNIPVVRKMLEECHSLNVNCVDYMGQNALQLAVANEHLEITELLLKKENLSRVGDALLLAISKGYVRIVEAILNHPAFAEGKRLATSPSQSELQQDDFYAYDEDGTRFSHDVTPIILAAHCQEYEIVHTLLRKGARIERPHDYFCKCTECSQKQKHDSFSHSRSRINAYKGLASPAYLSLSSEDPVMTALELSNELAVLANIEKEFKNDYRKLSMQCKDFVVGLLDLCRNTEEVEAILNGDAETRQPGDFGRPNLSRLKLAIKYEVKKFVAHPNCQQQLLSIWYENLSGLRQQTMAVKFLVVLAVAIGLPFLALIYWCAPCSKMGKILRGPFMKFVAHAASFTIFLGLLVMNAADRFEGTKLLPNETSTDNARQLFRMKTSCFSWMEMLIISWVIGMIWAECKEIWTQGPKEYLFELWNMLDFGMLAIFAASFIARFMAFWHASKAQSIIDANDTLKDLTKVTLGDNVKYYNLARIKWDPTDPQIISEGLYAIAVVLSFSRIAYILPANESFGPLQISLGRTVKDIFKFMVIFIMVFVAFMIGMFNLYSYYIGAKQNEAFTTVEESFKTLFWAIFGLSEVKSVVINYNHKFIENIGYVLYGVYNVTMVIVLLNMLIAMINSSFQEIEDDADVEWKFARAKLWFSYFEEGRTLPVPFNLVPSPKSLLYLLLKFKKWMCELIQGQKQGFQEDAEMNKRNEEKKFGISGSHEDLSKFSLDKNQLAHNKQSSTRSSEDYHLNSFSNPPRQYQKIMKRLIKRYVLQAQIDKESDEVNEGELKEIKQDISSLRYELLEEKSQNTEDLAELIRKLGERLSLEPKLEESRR
TRPC4 block = blocks the mouse TRPC4 cation channel; Q9QUQ5; B-score at 10 µM; 0.39% of 300,000 active; HEK293 TRPC4beta/mu-opioid, DAMGO-evoked Fluo4 calcium flux; hits give low values; AID 2247;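 active = B-score over 3 SD under the library average, no early fluorescence shift, positive overall ratio signal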
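Assay system – HEK293 line stably carrying TRPC4beta and mu-opioid receptor · Doses – single dose · Detection – Fluo4 calcium-dye fluorescence, kinetic read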
aSyn 5UTR inh = MLPCN primary screen, SNCA 5' untranslated region; alpha-synuclein 5'UTR reporter, inhibitor activity; inhibition, % (tested at 7.5 µM); 0.82% of 300,000 active; in the data active = inhibition above about 60%; inconclusive = no clear call, values can overlap the other calls;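 note: H4 neuroglioblastoma cells stably carrying SNCA 5'UTR luciferase fusion; 0% = DMSO wells and 100% = positive control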
MrgX1 antag = blocks BAM8-22 activation of human MrgX1 receptor | MRGX1-HEK293 calcium flux, Fluo-4, BAM8-22 antagonism; hits give low values | B-score at 10 µM | Q96LB2 | AID 588676 | 1.3% of 310,000 active;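 active = calcium-response B-score plate-corrected more than 3 library SD below zero, starting fluorescence within 5 deviations, no agonist response on first addition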;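 note: peak minus trough fluorescence over baseline after final BAM8-22 challenge near maximal dose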
TRPC6 activator = activators of mouse TRPC6 channel; Q61143; HEK293-TRPC6 membrane potential dye fluorescence; hits give high values; B-score at 10 µM; 0.13% of 310,000 active; AID 2550;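 active = B-score of the integrated fluorescence ratio above library mean plus 3 SD, and starting fluorescence ratio within library mean plus 5 SD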;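 note: higher score means more depolarization so channel activation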
Numbers without * were called inactive; i = inactive; ? = inconclusive; · = not tested or not shown.

SMILES	IEC-6 tox	HIF act	TRPC4 potent	TRPC4 agonist	KLF5 inhibitor	SKKanGAS inh	TRPC6 inh	TRPC4 block	aSyn 5UTR inh	MrgX1 antag	TRPC6 activator
CC(=O)Nc1nnc(SCC(=O)Nc2ccc(N3CCOCC3)c(Cl)c2)s1	2.0	0.5	i	i	7.2	0.9	i	i	-15.8	i	i
Cc1ccc(C(=O)N(c2ccccn2)C(C)c2ccco2)cc1C (stereo unspecified)	-2.6	2.3	i	i	-13.0	1.9	i	i	-35.5	i	i
CCOc1ccc2oc(C(=O)OCC(=O)NC(=O)NC3CCCC3)c(C)c2c1	2.8	1.3	i	i	-23.6	?	i	i	-41.9	i	i
COc1ccc(N2C(=O)C3C(C2=O)C3(c2ccccc2)c2ccccc2)cc1 (stereo unspecified)	-1.8	-0.4	i	i	-34.0	-0.1	i	i	4.6	i	i
Cc1nnc(SCC(=O)NCc2ccccc2)s1	0.7	-0.1	i	i	-15.1	-4.3	i	i	2.9	i	i
COc1ccc(C(=O)n2nc(C)cc2Nc2ccccc2)cc1	0.2	2.0	i	i	-43.2	-8.7	i	i	-28.5	i	i
COc1ccccc1NC(=O)C1=C(C)Nc2nnnn2C1c1ccncc1 (stereo unspecified)	-4.1	-0.4	i	i	-8.3	-4.5	i	i	-6.6	i	i
CC(C)n1c(SCC(=O)Nc2nncs2)nnc1-c1ccco1	3.2	0.1	i	i	-33.0	-2.0	i	i	7.8	i	i
CCOC(=O)N1CCN(C(=O)c2ccc(Cn3c(=S)[nH]c4cc(OCC)c(OCC)cc4c3=O)cc2)CC1	-6.2	18.3*	i	i	2.4	12.7	i	i	34.5	i	i
COc1cccc(C2CC(c3cccs3)=NN2C(=O)CSc2nc3ccccc3s2)c1OC (stereo unspecified)	1.8	0.9	i	i	-6.8	4.7	i	i	9.1	i	i
COc1ccc(-n2cccc2/C=C2\C(=N)N3N=C(C(C)C)SC3=NC2=O)cc1	2.6	-0.2	i	i	-17.5	33.2	i	i	-0.8	i	i
COc1ccc(Oc2cnc3ccccc3n2)cc1	3.9	1.7	i	i	-55.0	-1.3	i	i	-64.5	i	i
COc1ccc(NC(=O)c2ccc(CNc3c(NC4CCCCC4)c(=O)c3=O)cc2)c(OC)c1	3.1	-0.1	i	i	-3.6	6.6	i	i	1.5	i	i
COc1ccc(C(=O)NC2CCc3ccccc32)cc1OC1CCN(C(C)=O)CC1 (stereo unspecified)	-0.7	-0.7	i	i	-13.3	0.6	i	i	-1.3	i	i
COc1ccc(/C(O)=C2/C(=O)C(=O)N(c3ccccn3)C2c2ccc(F)cc2)cc1 (stereo unspecified)	-3.7	-0.2	i	i	-73.0	7.9	i	i	-10.0	i	i
CC1(C)Cc2c(cnn2-c2cccc(F)c2)C(NC(=O)C2CCOCC2)C1 (stereo unspecified)	4.8	-0.4	i	i	-9.3	11.9	i	i	11.7	i	i
O=C(CSc1nc2ccccc2[nH]1)NCCN1CCCCC1	-4.0	0.1	i	i	-7.8	-4.3	i	i	-10.8	i	i
COc1ccc(NC(=O)c2ccc3nc[nH]c3c2)cc1	-0.7	1.0	i	i	-80.0	-9.1	i	i	-81.3	i	i
COc1ccc(CC(=O)OCc2nnc(-c3ccccc3)o2)cc1	6.0	-0.7	i	i	7.6	8.5	i	i	-11.3	i	i
O=C(CNCc1ccc(F)cc1)Nc1ccc(S(=O)(=O)N2CCOCC2)cc1	7.3	-0.3	i	i	0.8	4.4	i	i	0.9	i	i
Cc1ccccc1CNS(=O)(=O)c1c(C)[nH]c(C)c1C(=O)N1CCCCC1	-0.3	-0.2	i	i	-3.7	0.6	i	i	-2.7	i	i
CCOc1ccc(CCNC(=O)C2CCCN(c3nn4c(=O)cc(C)nc4s3)C2)cc1 (stereo unspecified)	0.6	-0.1	i	i	-38.6	-4.5	i	i	10.7	i	i
OCCCc1nc2n(n1)C(c1ccccc1)C=C(c1ccc(F)cc1)N2 (stereo unspecified)	-1.7	-0.5	i	i	11.3	5.2	i	i	19.3	i	i
CC1CCN(CC(C)OC(=O)c2ccco2)CC1 (stereo unspecified)	5.5	-1.4	i	i	4.1	-3.0	i	i	-4.6	i	i
O=C(COC(=O)c1cc(S(=O)(=O)NCc2ccccc2)ccc1O)NCc1ccccc1	-5.3	-0.4	i	i	-28.8	12.1	i	i	3.7	i	i
COC(=O)c1ccccc1NC(=O)/C=C/c1cc(OC)c(OC)c(OC)c1	4.5	-0.4	i	i	-58.8	-13.4	i	i	1.9	i	i
O=C(NCCOc1ccccc1)C1CCC(=O)N(C2CCCCCC2)C1 (stereo unspecified)	4.2	0.7	i	i	-7.2	36.0	i	i	-3.1	i	i
CC1(C)C2CC=C(/C=N/NC(=O)c3ccc(Cl)cc3)C1C2 (stereo unspecified)	-1.0	-0.8	i	i	-10.0	-1.1	i	i	-63.4	i	i
COC(C)(C)[C@]12CC(O)(C(C)C)ON1[C@H]1CCCCC1N2O (stereo partly specified)	-5.9	-0.2	i	i	28.5	-2.8	i	i	-6.5	i	i
CCc1nnc2c(N(C)S(=O)(=O)c3ccc(C)cc3)nc3ccccc3n12	-0.2	-0.2	i	i	-16.7	2.2	i	i	20.3	i	i
Clc1cccc(-c2nnc(SCc3nc4ccccc4[nH]3)n2Cc2ccco2)c1	0.8	-0.3	i	i	-21.0	5.5	i	i	33.3	i	i
CCC(C)(NC(=O)c1ccccn1)C(=O)NC1CCCC1 (stereo unspecified)	6.7	-0.5	i	i	-15.6	-1.3	i	i	6.3	i	i
O=C1OCC(CO)(CO)N=C1NNc1ccccc1[N+](=O)[O-]	-6.0	-7.4	i	i	-77.5	-17.5	i	i	-6.1	i	i
COc1ccccc1CNS(=O)(=O)c1cc2c3c(c1)C(C)C(=O)N3CCC2 (stereo unspecified)	0.9	-0.2	i	i	-26.4	0.9	i	i	16.0	i	i
Cc1nn2c([nH]c(=O)c3ccccc32)c1C=O	-6.8	-0.5	i	i	-2.2	2.3	i	i	22.0	i	i
O=C(NCCc1ccccn1)c1cc(-c2cccc3ccccc23)nc2ccccc12	-10.1	0.1	i	i	-24.9	2.8	i	i	11.0	i	i
CC1CCCCN1C(=O)CSc1nc(C2CC2)nc2ccccc12 (stereo unspecified)	2.5	-0.6	i	i	-27.5	-1.2	i	i	-19.7	i	i
COc1ccc2oc(C(=O)OCC(=O)c3ccc4c(c3)OCCO4)c(C)c2c1	6.4	0.9	i	i	-24.3	3.0	i	i	-21.7	i	i
Cc1ccc(Cn2c(C(CO)Nc3nc(-c4ccc(Cl)c([N+](=O)[O-])c4)cs3)nc3ccccc32)cc1 (stereo unspecified)	·	0.0	i	i	·	39.2	i	i	-43.5	i	i
O=C(CCc1ccccc1)Nc1cc(Cl)ccc1O	0.0	1.6	i	i	-24.0	-6.3	i	i	-20.4	i	i
CC(O)[C@H]1CNC(=O)C(=O)N1CCc1cc(C(F)(F)F)cc(C(F)(F)F)c1 (stereo partly specified)	·	-0.5	i	i	·	-4.4	i	i	5.1	i	i
C=CCn1c(SCc2cccc(OC)c2)nnc1-c1ccncc1	2.6	1.1	i	i	-13.7	3.5	i	i	-4.1	i	i
CC1CCCN(C(=O)CCNC(=O)c2ccccc2Cl)C1 (stereo unspecified)	6.1	-0.3	i	i	-17.7	2.0	i	i	-12.3	i	i
COc1ccc(CNC(=O)C/C(C)=N/NC(=O)Cc2ccc(OC)c(OC)c2)cc1	10.2	-0.3	i	i	8.8	1.9	i	i	0.9	i	i
Cc1cccc(S(=O)(=O)c2c(N)n(/N=C/c3cccnc3)c3nc4ccccc4nc23)c1	1.1	·	i	i	5.3	31.5	i	i	14.9	i	i
O=C(COc1ccccc1[N+](=O)[O-])N/N=C/c1ccc[nH]1	-6.5	-0.5	i	i	-44.0	-2.6	i	i	-18.6	i	i
O=C(Nc1ccccc1C(=O)Nc1ccc2c(c1)OCO2)c1ccco1	4.3	0.0	i	i	-8.5	-5.9	i	i	-73.7	i	i
CC(C)NC(=O)COC(=O)c1ccccc1C(=O)c1ccccc1	-1.2	0.0	i	i	-51.1	9.1	i	i	-26.8	i	i
Cc1cccc(N2CCN(C(=O)c3cc4cc(F)ccc4[nH]3)CC2)c1C	7.1	0.1	i	i	-22.4	39.9	i	i	34.4	i	i
COc1cc(CNc2ccc(O)cc2)cc(Br)c1OCc1ccccc1	-12.4	-1.9	i	i	-47.6	3.6	i	i	0.4	i	i
O=C(NCCC1CCCCN1S(=O)(=O)c1ccc(F)cc1)C(=O)NCC1CCCO1 (stereo unspecified)	·	-0.3	i	i	·	-1.2	i	i	-9.5	-5.99*	i
O=C(c1cccc(S(=O)(=O)NCc2ccccc2)c1)N1CCCC1	-5.3	-0.2	i	i	-5.1	-0.6	i	i	8.8	i	i
CCOC(=O)N1CCC(NC(=O)C(NS(=O)(=O)c2cccc3nsnc23)c2ccccc2)CC1 (stereo unspecified)	-6.2	-1.2	i	i	-26.5	-19.6	i	i	-8.4	i	i
CC(=O)NC(Cc1cccc(F)c1)C(=O)NC1CCN(C(=O)c2ccc(C)cc2)CC1 (stereo unspecified)	4.6	1.6	i	i	-24.8	-2.2	i	i	2.8	i	i
O=C(CCNS(=O)(=O)c1ccccc1C(F)(F)F)NCc1ccc2c(c1)OCO2	5.8	-0.4	i	i	13.9	-1.5	i	i	12.7	i	i
COc1cc(/C=C/C(=O)O)cc(S(=O)(=O)Nc2ccccc2Cl)c1OC	-9.0	-0.2	i	i	-38.6	23.7	i	i	0.3	i	i
COc1ccc(/C=N/NC2=NCCCCC2)c(OC)c1	6.2	0.0	i	i	-3.4	-1.6	i	i	-9.8	i	i
CN1CCN(c2ccc(-c3ccc4ccccc4n3)cc2)CC1	7.9	-6.3	i	i	99.3*	43.6	i	i	111.6*	·	i
CC1(C)c2ccccc2N2CC(=O)N(CC(N)=O)C21C (stereo unspecified)	9.7	·	i	i	-6.2	4.1	i	i	34.8	i	i
CCOC(=O)N1CCN(C(=O)Cn2nc(C)n3nc(-c4ccc(OC)cc4)cc3c2=O)CC1	-5.7	0.8	i	i	-20.5	-8.3	i	i	0.5	i	i
CCCc1cc(=O)oc2cc(C)cc(OCC(=O)NCc3cccnc3)c12	4.4	0.4	i	i	-25.2	5.1	i	i	6.5	i	i
CCOC(=O)Cn1c2ccc(C)cc2c2nc(C)sc21	5.1	-0.2	i	i	-0.6	5.9	i	i	7.5	i	i
Cc1ccc(OCC(=O)N(Cc2cccc(F)c2)C2CCS(=O)(=O)C2)cc1 (stereo unspecified)	0.4	-0.6	i	i	-19.9	1.6	i	i	18.0	i	i

From PubChem
